Compound activity as filed in PubChem BioAssay.
Luc counter = blocks Kinase-Glo luciferase, a counter-screen artifact. Kinase-Glo luciferase, ATP luminescence, 8 min. Potency, µM (series often up to 38.3 µM), for the others: at the top dose activity change, negative = inhibition, usual class: inhibitors. 0.28% of 200,000 active. AID 1379; note: potency is the fitted concentration of half-maximal effect; % is set by controls: 0 for no effect and ±100 for the full control effect; nearly all actives have a fitted effect of over 60% in size
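Luminescence was the read-out, taken after 8-minute incubation at ambient temperature. Luciferase turned over luciferin with 10 uM ATP in imidazole pH 7.2 buffer containing KCl, MgCl2, Tween 20 and BSA.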
NPSR antagonist = antagonists of human neuropeptide S receptor cAMP signaling; CHO-NPSR cells, cAMP TR-FRET, antagonist mode; Potency, µM (highest dose often 38.3 µM), for inactives: at the highest dose activity change, negative = inhibition, most hits filed as inhibitors; 1% of 220,000 active; AID 1461; note: potency is the fitted concentration of half-maximal effect; % is set by controls: 0 for no effect and ±100 for the full control effect; nearly all actives have a fitted effect of over 50% in size; many of its hits are not listed in these tables
IMPase Li cell = IMPase inhibition in cells with lithium potentiation | AID 1457 | Potency, µM (highest dose often 59.4 µM), inactives show at the highest dose activity, negative = IMPase inhibition, usual class: inhibitors | 0.35% of 210,000 active | CHO-M1 cells, IP1 TR-FRET (IP-One), carbachol + lithium;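 note: IP1 builds up when IMPase is blocked and the TR-FRET signal falls; potency is the fitted concentration of half-maximal effect; plate controls were basal vehicle for no effect and high inhibitor control for full effect; nearly all actives have a fitted effect of over 50% in size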
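Concentration–response in CHO-M1 cells, lithium-potentiated; 30 min at 37C. IP1 detected by competitive TR-FRET after 10 min lysis at RT. Hill-fitted AC50.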
Lamin A splicing = LMNA splicing modulation | Potency, µM (highest dose often 46.1 µM), without a hit: top-dose ratio change, negative = inhibition, usual class: inhibitors | 0.01% of 200,000 active | HeLa LMNA splicing GFP/RFP minigene ratio, 48 h | AID 1487; active = well fitted inhibition curve with a large enough effect in the signal ratio, with a control signal flat, not every such curve was filed as active; inconclusive = small, poorly fitted or top-dose-only effect, or effect the other way, or a change in a side signal; the % refers to the signal ratio; note: potency is the fitted concentration of half-maximal effect; % is set by controls: 0 for no effect and ±100 for the full control effect
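Read-out is the ratio of GFP to DsRed2 object intensity, acquired by 488 nm laser-scanning cytometry on HeLa lamin A-EGFP minigene reporter cells. Compound incubation 48 hrs at 37 °C in Opti-MEM with 2% FBS; DMSO 0.5% final.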
Epigenetic derep = epigenetic control regulation, reporter derepression. murine LDR cells, GFP reporter derepression, 30 h. Potency, µM (titrated, usually from 53.9 µM), without a hit: at the top dose GFP activation, hits mostly activators. 0.2% of 280,000 active. AID 1865; note: potency is the fitted concentration of half-maximal effect; % of control where 0% means no effect; nearly all actives have a fitted effect of over 60% in size
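Murine LDR cells carrying a silenced, genomically integrated CMV-driven GFP reporter were exposed to compound for 30 hours at 37 C. After PBS washes, GFP-positive cells (20–120 um objects) were counted by laser-scanning microplate cytometry.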
CBFb-RUNX1 inh = CBF-beta/RUNX1 interaction disruption; AID 1477; Potency, µM (top dose mostly 59.8 µM), inactives show top-dose activity, negative = inhibition, hits mostly inhibitors; Q01196+Q13951; 230,000 tested, under 10 active; AlphaScreen CBFb-His/RUNX1-biotin binding, biochemical; note: % of control where 0% means no effect
Target sequence (Q01196 whole entry, looked up): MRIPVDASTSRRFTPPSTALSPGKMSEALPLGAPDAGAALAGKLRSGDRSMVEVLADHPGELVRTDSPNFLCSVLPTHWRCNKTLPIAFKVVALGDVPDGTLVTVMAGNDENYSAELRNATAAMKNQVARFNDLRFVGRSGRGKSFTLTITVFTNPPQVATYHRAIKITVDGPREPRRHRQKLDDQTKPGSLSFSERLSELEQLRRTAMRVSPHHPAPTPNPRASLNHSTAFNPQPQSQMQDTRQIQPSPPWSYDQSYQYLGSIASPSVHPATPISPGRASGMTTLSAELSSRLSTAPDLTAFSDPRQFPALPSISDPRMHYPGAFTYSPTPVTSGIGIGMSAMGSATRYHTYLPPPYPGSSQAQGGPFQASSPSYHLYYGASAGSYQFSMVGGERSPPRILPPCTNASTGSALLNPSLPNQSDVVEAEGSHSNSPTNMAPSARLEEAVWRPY
Target sequence (Q13951 whole entry, looked up): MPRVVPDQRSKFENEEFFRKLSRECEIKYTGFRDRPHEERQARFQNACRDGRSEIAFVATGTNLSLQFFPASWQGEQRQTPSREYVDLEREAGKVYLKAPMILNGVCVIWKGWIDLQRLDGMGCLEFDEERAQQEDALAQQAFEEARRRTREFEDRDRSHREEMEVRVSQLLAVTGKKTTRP
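Inhibition was taken as any reduction in AlphaScreen signal from the CBF-beta–RUNX1 pair (His and biotin tags, 30 nM each), measured after compound (15 min) and bead (90 min) incubations at room temperature.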
GLA spleen mod = alpha-galactosidase A (human) modulation. P06280. human spleen homogenate, 4MU-alpha-Gal fluorescence, 40 min. 0.008% of 240,000 active. Potency, µM (titrated, usually from 80 µM), inactives show top-dose activity change, negative = inhibition, hits mostly inhibitors;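 note: potency is the fitted concentration of half-maximal effect; 0% = enzyme with vehicle and -100% = no enzyme basal signal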
Target sequence (P06280 32-429 limits assumed): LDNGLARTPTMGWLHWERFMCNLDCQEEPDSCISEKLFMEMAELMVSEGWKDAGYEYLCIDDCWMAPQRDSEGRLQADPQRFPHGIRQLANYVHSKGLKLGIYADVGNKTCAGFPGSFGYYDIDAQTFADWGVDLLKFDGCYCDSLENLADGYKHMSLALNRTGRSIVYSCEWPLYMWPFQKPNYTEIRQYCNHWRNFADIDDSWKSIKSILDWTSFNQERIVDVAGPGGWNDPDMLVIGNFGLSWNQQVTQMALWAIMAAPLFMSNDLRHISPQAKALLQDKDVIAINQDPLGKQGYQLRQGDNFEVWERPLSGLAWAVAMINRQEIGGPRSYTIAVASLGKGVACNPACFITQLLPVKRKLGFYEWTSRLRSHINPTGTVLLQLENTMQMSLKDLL
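qHTS titration in buffer at pH 5.0. Alpha-galactosidase activity in spleen homogenate was measured via 4-methylumbelliferone release from 1 mM fluorogenic substrate after 40 min at 37C and a pH 10 stop. AC50 came from Hill fits of control-normalized data.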
* marks the source's active call; other numbers are inactive results; ? = inconclusive; . = no result given; & = joins results of further samples; [ ] = dose if it differs, or a comment. Unless noted, calls come from the whole dose curve; as a rule, active = well fitted curve in the direction sought with a large enough effect; inconclusive = small, poorly fitted or top-dose-only effect, or another doubt; inactive = no such curve, though single readings can be large; an effect the other way counts as inactive or inconclusive. This is a subset; the hit share may differ from the screen's.

SMILES	Luc counter	NPSR antagonist	IMPase Li cell	Lamin A splicing	Epigenetic derep	CBFb-RUNX1 inh	GLA spleen mod
O=C1CNC(=S)N1c1nc2ccccc2s1	.	?	.	.	12%	6%	4%
COc1ccccc1NC(=O)C1=C(C)NC(=O)NC1c1ccco1 (stereo not given)	.	8%	.	.	0.1%	10%	2%
COC(=O)c1ccc(OC(=O)C2CC(=O)N(c3cccc(C)c3)C2)cc1 (stereo not given)	-5%	10%[46.1 µM]	21%[38.3 µM]	11%	0.0%	8%	-4%
Cc1ccc(C#CC[N+](C)(C)CC#Cc2ccccc2)cc1	2%	-10%	13%	.	-4.4%	7%	-23%
Cc1ccnc(NC(=O)C2CCCN(S(=O)(=O)c3cnc[nH]3)C2)c1 (stereo not given)	7%	9%	2%	?	-1.0%	-9%	-5%
O=C(COC(=O)c1ccccn1)Nc1c(Cl)cccc1Cl	12%	-23%[7.67 µM]	1%[38.3 µM]	-4%	0.3%	0%	-2%
COCCCNC(=O)CCn1c(=O)c2ccccc2n(CC(=O)Nc2cc(Cl)ccc2C)c1=O	2%	-19%[46.1 µM]	10%[38.3 µM]	5%	-1.1%	10%	-1%
COc1cc(C2Nc3cccc4cccc(c34)N2)cc(OC)c1OC(C)=O	-7%	-7%[46.1 µM]	14%	-5%	0.9%	-2%	3%
O=C(Cc1cccs1)N/N=C/c1ccc(OCc2ccccc2)cc1	2%	-6%[46.1 µM]	16%	1%	0.0%	-5%	-2%
CC(C)Cn1c(=O)c(-[n+]2ccccc2)c([O-])c2ccccc21	1%	24%	-8%	.	3.5%	?	-15%
CC1CCN(S(=O)(=O)c2cccc(-c3cn4cc(Cl)ccc4n3)c2)CC1	-5%	-26%[46.1 µM]	28%[38.3 µM]	-12%	3.8%	-2%	0%
CC(=O)N(/N=C1\Sc2ccccc2C1=O)c1ccccc1	-1%	1%[46.1 µM]	3%[38.3 µM]	9%	1.1%	-9%	8%
N#Cc1ccc(Sc2ccccn2)c([N+](=O)[O-])c1	.	-37%	.	.	1.6%	-1%	4%
CC1CC(=O)NN=C1c1cccs1 (stereo not given)	.	-31%	.	.	?	4%	-4%
COc1ccc(OCC(O)CN2CCCCC2)cc1 (stereo not given)	-1%	15%[46.1 µM]	22%[38.3 µM]	3%	1.7%	3%	-18%
Cc1ccccc1N1C(=O)c2cccc3c(N(C)CCO)ccc(c23)C1=O	1%	-18%[46.1 µM]	-1%[38.3 µM]	-10%	13%	6%	-6%
C/C(=N\NC(=S)NC1CCCCC1)c1cccc(Br)c1	.	-15%[46.1 µM]	.	3%	0.0%	-1%	2%
CC(NC(=O)C(=O)Nc1nccs1)c1ccccc1 (stereo not given)	.	9%	.	.	3.7%	3%	6%
O=C(COc1ccccc1)N1CCN=C1SCc1ccccc1	-1%	-11%	0%	1%[46 µM]	-1.5%	10%	-1%
Cc1ccc(C(=O)OCC(=O)c2c[nH]c3ccccc23)cc1S(=O)(=O)N1CCCCC1	-2%	-20%	1%	?	-0.9%	-7%	3%

Next section, overlapping the part above by 5 compounds.
SMILES	Luc counter	NPSR antagonist	IMPase Li cell	Lamin A splicing	Epigenetic derep	CBFb-RUNX1 inh	GLA spleen mod
Cc1ccccc1N1C(=O)c2cccc3c(N(C)CCO)ccc(c23)C1=O	1%	-18%[46.1 µM]	-1%[38.3 µM]	-10%	13%	6%	-6%
C/C(=N\NC(=S)NC1CCCCC1)c1cccc(Br)c1	.	-15%[46.1 µM]	.	3%	0.0%	-1%	2%
CC(NC(=O)C(=O)Nc1nccs1)c1ccccc1 (stereo not given)	.	9%	.	.	3.7%	3%	6%
O=C(COc1ccccc1)N1CCN=C1SCc1ccccc1	-1%	-11%	0%	1%[46 µM]	-1.5%	10%	-1%
Cc1ccc(C(=O)OCC(=O)c2c[nH]c3ccccc23)cc1S(=O)(=O)N1CCCCC1	-2%	-20%	1%	?	-0.9%	-7%	3%
C=C(C)CNC(=S)N/N=C1\CCCCc2ccccc21	.	?	.	-10%	1.7%	0%	8%
COC(=O)C1=C(Nc2ccccc2NC(=O)c2ccccc2C(=O)O)CSC1	.	9%	.	.	-1.7%	3%	-4%
Cc1ncoc1C(=O)N1CCc2c([nH]c3ccccc23)C1c1ccccc1F (stereo not given)	-4%	17%	9%	-4%[46 µM]	-0.1%	-15%	0%
O=C(c1cccc(COCC(F)(F)C(F)F)c1)N1CCN(c2ccccc2)CC1	-3%	?	-5%[38.3 µM]	?	-1.6%	-4%	-7%
CN(C)/C=C(\C#N)C(=O)c1cccnc1Oc1ccc(F)cc1F	-5%	-6%[46.1 µM]	-6%[38.3 µM]	-11%	-1.3%	1%	-29%
O=C(c1ccccc1F)c1cc2c(cc1[N+](=O)[O-])OCCO2	2%	-8%	16%	16%[46 µM]	-1.9%[10.1 µM]	-11%	4%
Cc1ccccc1-c1ccc2ncnc(N3CCOCC3)c2c1	.	.	14%	?	.	.	7%
CCc1sc(NC(C)=O)nc1-c1ccccc1	1%	11%	-5%	.	-3.2%	3%	10%
CC(=O)Nc1ccc(S(=O)(=O)N[C@H](C(=O)O)C(C)C)cc1	3%	-1%[46.1 µM]	0%[38.3 µM]	6%	-1.7%	13%	5%
Cc1ccc(C)c(NCC(O)c2ccccc2)c1 (stereo not given)	6%	18%	-8%	2%[46 µM]	-1.1%	2%	-1%
Cc1cc(OCCCCn2ccnc2)cc(C)c1Cl	0%	-13%	8%	.	3.5%	-4%	1%
OCCC1CN(CCCn2cccn2)CCN1Cc1ccccc1 (stereo not given)	2%	-1%	13%	2%[46 µM]	-3.1%	-1%	5%
Cn1c(SCC(=O)NC2CCCCC2)nnc1-c1cc2cc(Cl)ccc2o1	-3%	0%[46.1 µM]	?	4%	-4.5%	-1%	9%
CC1CCCC(NC2CCCCNC2=O)C1 (stereo not given)	-1%	-6%[46.1 µM]	10%[38.3 µM]	16%	-7.1%	6%	-8%
FC(F)(F)c1cc(-c2ccco2)nc(NCCc2ccccc2)n1	3%	-19%[46.1 µM]	13%[38.3 µM]	-6%	-3.8%	17%	11%
CCOC(=O)c1cc(NC(=O)c2ccc(Cl)cc2)c(=O)n2c1oc1ccc(Cl)cc12	-1%	-2%[46.1 µM]	6%	-10%	-3.2%	11%	-8%
O=C(NCCCN1CCOCC1)c1ccco1	2%	10%[46.1 µM]	-10%[38.3 µM]	-6%	-1.0%	5%	13%
Cc1cccc(NC2=NCC(=O)N2Cc2ccccc2)c1	0%	-5%[46.1 µM]	12%[38.3 µM]	-9%	0.0%	16%	12%
CCOC(=O)c1c(C)[nH]c(C(=O)N/N=C\c2ccccc2Cl)c1C	-4%	-20%	14%	?	?	4%	-9%
CCOc1nc(-c2ccccc2Cl)nc2ccccc12	.	-17%	.	.	0.9%	17%	-6%
O=[N+]([O-])c1ccccc1S(=O)(=O)N1CCN(Cc2cc3c(cc2O)OCO3)CC1	-2%	9%	15%	-26%[46 µM]	-0.4%	-11%	6%
NNC(=O)[C@@H]1C[C@@H]1c1ccccc1	3%	14%	4%	-5%	-1.1%	2%	5%
COc1ccccc1CN1CCC2(CC1)CCN(C(=O)c1c(C)noc1C)CC2	1%	.	27%	.	.	.	0%
CCc1ccc(/C=C2\SC(=S)N(CCC(=O)N3CCN(C)CC3)C2=O)cc1	-2%	12%	0%	?	-3.0%	-13%	11%
Cc1nn(C)cc1/C=N/NC(=O)Cn1cncn1	.	28%	.	.	-1.0%	11%	4%
CC(C)(C)c1cnnn1-c1ccc(C(=O)CCl)cc1	3%	-23%[46.1 µM]	0%	-15%	16%	4%	1%
O=C(CCc1ccccc1)Nc1nc2n(n1)C(c1ccc(Cl)cc1)CC(=O)N2 (stereo not given)	0%	-8%[46.1 µM]	33%[38.3 µM]	-6%	-1.0%	-3%	9%
O=c1nccc(SCc2ccc(Cl)cc2Cl)[nH]1	.	-1%	.	.	0.0%	11%	1%
CCOc1ccc(CC(=O)N2CCN(c3ccc(N4CCOCC4)nn3)CC2)cc1OCC	-1%	4%[46.1 µM]	16%[38.3 µM]	-8%	-0.8%	12%	6%
COc1cc(Cl)c(S(=O)(=O)N2CCOCC2)cc1Cl	-2%	-2%[46.1 µM]	6%[38.3 µM]	-10%	0.0%	9%	-2%
COc1ccc(-c2cnc3c(c2)CCC3(C#N)C#N)cc1	2%	48%	-1%	-4%	1.9%	-10%	3%
CCOC(=O)c1c(C)[nH]c(C)c1C(=O)CSc1nnc(-c2cc(OC)c(OC)c(OC)c2)o1	-2%	-7%[46.1 µM]	0%[38.3 µM]	4%	0.7%	8%	7%
O=C(NC1CC1)C1=C[C@@H](C2CC2)C[C@@H](OCc2ccc(CO)cc2)O1	.	16%	.	.	-0.4%	9%	8%
Cc1ccsc1/C=N/NC(=O)Nc1ccccc1	-3%	-4%	9%	30%[46 µM]	-1.3%	12%	-6%
C1CCN(C2CCN(c3nc4nonc4nc3N3CCSCC3)CC2)C1	-4%	-6%	36%[activator]	?	0.0%	-11%	1%
Cc1ccc(C(=O)Cn2c3[n+](c4ccccc42)CC(O)CS3)cc1 (stereo not given)	0%	-14%	8%	-8%[46 µM]	2.3%	-1%	-4%
O=C(Nc1ccc(S(=O)(=O)NCC2CCCO2)cc1)c1ccc(Cl)cc1[N+](=O)[O-] (stereo not given)	-6%	3%	8%	19%[46 µM]	0.9%	-4%	5%
COc1ccc(C(C)=O)cc1CSc1nnc(C)s1	-1%	0%[46.1 µM]	8%[38.3 µM]	?	-0.3%	5%	5%
CCc1c(C)nc(N)n2c(SCC(=O)N3CCN(c4ccccc4OC)CC3)nnc12	0%	-12%[46.1 µM]	6%[38.3 µM]	-2%	-0.5%	-2%	-4%
Cc1sc(NC(=O)CN(C)C2CCCCC2)nc1-c1ccc2c(c1)CCN2S(=O)(=O)c1ccccc1	-2%	-8%[46.1 µM]	4%[38.3 µM]	-2%	-0.2%	-3%	-10%
COc1ccc(C(CCN2CCCC2)c2c(O)cc(OC)cc2OC)cc1 (stereo not given)	.	2%	.	.	-7.8%	-15%&7%	-10%&-6%
